Assay outcomes as filed in PubChem.
KCNK3 inh – human KCNK3 channel inhibition, primary screen | O14649 | CHO-KCNK3 thallium flux, FluxOR fluorescence; hits give low values | B-score at 10 µM | 340,000 compounds, 0.84% hits;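 active means B-score under library mean minus 4 SD, starting fluorescence ratio at most library mean plus 5 SD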;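 further: more negative B-score means stronger inhibition of thallium flux through KCNK3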
Target sequence (O14649 whole entry, looked up): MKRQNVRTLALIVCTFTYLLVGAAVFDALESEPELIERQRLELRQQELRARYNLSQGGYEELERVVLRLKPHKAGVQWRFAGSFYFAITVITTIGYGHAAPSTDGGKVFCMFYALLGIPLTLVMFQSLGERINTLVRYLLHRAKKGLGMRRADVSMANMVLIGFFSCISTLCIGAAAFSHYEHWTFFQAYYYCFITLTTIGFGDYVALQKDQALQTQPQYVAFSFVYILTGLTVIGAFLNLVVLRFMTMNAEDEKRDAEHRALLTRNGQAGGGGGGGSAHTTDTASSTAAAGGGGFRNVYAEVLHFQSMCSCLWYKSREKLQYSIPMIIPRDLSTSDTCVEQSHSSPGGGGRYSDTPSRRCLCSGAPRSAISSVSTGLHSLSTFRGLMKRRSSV
TMEM16A act – mouse TMEM16A channel activation, primary screen | Q8BHY3 | HEK293 TMEM16A/YFP-H148Q/I152L, iodide quench fluorescence; hits give low values | B-score at 10 µM | 340,000 compounds, 0.3% hits | AID 623877;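 active means fluorescence-ratio B-score plate-corrected deviation score at least 3 library SD below zero, with starting fluorescence score within 5 deviations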;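 further: channel opened by trigger with iodide after compound preincubation; score built on the fluorescence ratio of max minus min over baseline; more negative score means more quench and so TMEM16A activation or potentiation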
HDAC3 inhib – inhibitors of human histone deacetylase 3; inhibition, % at 8.3 µM; 320,000 compounds, 0.15% hits; recombinant HDAC3, fluorogenic peptide/trypsin coupled, fluorescence; in the data active means inhibition above about 26%, passing the limit was not always enough
Target sequence (O15379 whole entry, looked up): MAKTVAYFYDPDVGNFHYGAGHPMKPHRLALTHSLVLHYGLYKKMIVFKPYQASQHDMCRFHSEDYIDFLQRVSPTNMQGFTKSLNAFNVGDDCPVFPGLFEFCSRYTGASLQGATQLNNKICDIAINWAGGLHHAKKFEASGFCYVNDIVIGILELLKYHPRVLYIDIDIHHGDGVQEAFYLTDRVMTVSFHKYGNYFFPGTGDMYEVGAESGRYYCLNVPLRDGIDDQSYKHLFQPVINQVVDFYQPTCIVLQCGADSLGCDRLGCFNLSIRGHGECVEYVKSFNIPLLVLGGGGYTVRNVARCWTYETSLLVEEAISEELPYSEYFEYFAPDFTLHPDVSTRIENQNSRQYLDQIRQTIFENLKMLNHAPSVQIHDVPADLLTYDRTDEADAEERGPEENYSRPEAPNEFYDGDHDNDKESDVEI
Starred values were filed as active, the others as inactive; i = inactive. The list is partial; the hit share may differ from the screen's.

SMILES | KCNK3 inh | TMEM16A act | HDAC3 inhib
Cc1ccc(-c2nnc(SCC(=O)NCCN3C(=O)CSC3=O)n2C)cc1 | i | i | -3.3
Nc1cc(Nc2ccccc2)ccn1 | i | i | 2.2
Cc1cnc(C(=O)OCC(=O)NCc2ccc(Cl)cc2)cn1 | i | i | 0.2
Cc1cc(CNC(=O)COC(=O)C2CC3CCCC(C2)C3=O)cc(C)c1O (stereo not drawn) | i | i | 2.7
CCN(CC(=O)Nc1ccc2c(c1)OCCO2)C(=O)CN1C(=O)NC(C)(c2ccc(C)cc2)C1=O (stereo not drawn) | i | i | 2.6
O=C(Nc1ccc(Cl)c(S(=O)(=O)N2CCOCC2)c1)c1cc2ccccc2oc1=O | i | i | -1.8
COc1ccc2c(COC(=O)CNS(=O)(=O)c3ccc(C)c(C)c3)cc(=O)oc2c1 | i | i | -35.2
O=C(C[C@H]1C/C=C\C[C@@H](Cc2ccc(F)cc2)C(=O)OC[C@H]2CCCN2C1=O)N[C@@H](CO)Cc1ccccc1 | i | i | -1.2
O=C(Cn1cc(C(F)(F)F)ccc1=O)NC1CCCC1 | i | i | -4.7
O=c1oc2ccc(C#CC3(O)CCCCC3)cc2cc1-n1cc(-c2ccccn2)nn1 | i | i | -3.9
COC1=CC(=O)[C@@]2([C@@H]1O)[C@@H](Cl)C[C@]13C(OC)=C(OC)C(=O)C[C@]21CCN3C | i | i | 1.7
NC(=O)c1ccc(NC(=O)COC(=O)c2n[nH]c3ccccc23)cc1 | i | i | -1.8
Cc1ccc(C)c(OCCC(=O)Nc2cc(S(=O)(=O)N3CCCCC3)ccc2C)c1 | i | i | 1.7
Cc1ccc2nc(N3C(=O)C(O)=C(C(=O)c4ccc(C)o4)C3c3ccco3)sc2c1 (stereo not drawn) | i | i | 7.2
O=C(COC(=O)CC1CCS(=O)(=O)C1)Nc1ccc(F)cc1 (stereo not drawn) | i | i | -3.0
O=C(CSc1nnc(C2CC2)n1Cc1ccccc1)N1CCNC1=O | i | i | -2.0
COc1ccc(C(=O)Nc2ccc3c(c2)OCCO3)cc1S(=O)(=O)N1CCOCC1 | i | i | 6.5
CC1CCCCN1C(=O)c1ccc(C(=O)c2ccccc2)cc1 (stereo not drawn) | i | i | -1.4
CSCCC(NC(=O)COc1ccccc1)C(=O)N(C)Cc1ccc(Cl)cc1Cl (stereo not drawn) | i | i | 3.4
CC(C)(C)[C@@H]1COC(=O)[C@H](Cc2ccc(F)cc2)CC/C=C\C[C@@H](CC(=O)N(CCO)Cc2ccccc2)C(=O)N1 | i | i | 4.2
O=C(CC1CCCC1)NNC(=O)c1ccc(Br)cc1 | i | i | -12.2
COc1ccc(NS(=O)(=O)c2cccc(C(=O)NN=C(C)c3ccco3)c2)cc1 | i | i | 4.1
CC(OC(=O)C(C)Oc1ccccc1)C(=O)Nc1ccc(S(=O)(=O)N2CCCCC2)cc1 (stereo not drawn) | i | i | 9.7
CN(CC(=O)Nc1ccc(Cl)c(C(F)(F)F)c1)C(=O)CCCNC(=O)c1ccc(Cl)cc1 | i | i | 4.0
CC(Sc1nc(N)cc(N)n1)C(=O)NCCC1=CCCCC1 (stereo not drawn) | i | i | 1.1
Cc1cccc(C(=O)OCC(=O)N2CCc3ccccc3C2)c1O | i | i | -0.2
O=[N+]([O-])c1cc(Cl)c(Cl)c(Cl)c1Cl | i | i | -14.2
CS(=O)(=O)c1ccc(-c2sc3ccccc3c2C(=O)N2CCN(c3ccc(F)cc3)CC2)cc1 | i | i | 1.6
Nc1nc(COC(=O)C2CC(=O)N(Cc3ccccc3)C2)nc(Nc2ccccc2)n1 (stereo not drawn) | i | i | -4.0
CC(C(=O)N1CCc2ccccc21)N1CCN(S(=O)(=O)c2cccs2)CC1 (stereo not drawn) | i | i | -2.0

Compound profiles, as listed above. Order of values: KCNK3 inh, TMEM16A act, HDAC3 inhib
`CSCCC(NC(=O)COc1ccccc1)C(=O)N(C)Cc1ccc(Cl)cc1Cl` (stereo not drawn) reads i, i, 3.4
`CC(C(=O)N1CCc2ccccc21)N1CCN(S(=O)(=O)c2cccs2)CC1` (stereo not drawn) reads i, i, -2.0
`Nc1nc(COC(=O)C2CC(=O)N(Cc3ccccc3)C2)nc(Nc2ccccc2)n1` (stereo not drawn) reads i, i, -4.0
`Cc1cccc(C(=O)OCC(=O)N2CCc3ccccc3C2)c1O` reads i, i, -0.2

Remaining list, next part
SMILES | KCNK3 inh | TMEM16A act | HDAC3 inhib
CCCCOc1ccc(C(=O)NNC(=O)c2cnccn2)cc1OC | i | i | -3.7
CCOC(=O)c1c(NC(=O)COC(=O)c2cnccn2)sc(C)c1C | i | i | 4.2
O=C(Nc1ccc(C(=O)N2CCCC(CO)C2)cc1)c1ccc(Br)o1 (stereo not drawn) | i | i | -5.5
CCCn1nc(C(=O)N2CCN(c3ccccn3)CC2)c2ccccc2c1=O | i | i | 3.4
COc1ccc(NS(=O)(=O)c2cc(NC(=O)Cc3c(F)cccc3Cl)ccc2OC)cc1 | i | i | 4.2
Cc1ccccc1OCC(=O)OCC(=O)NCCc1ccccc1 | i | i | 3.2
O=C1C=C(c2ccc(C(=O)O)cc2)C[C@@H](c2ccc(Cl)cc2)C1 | i | i | 6.9
O=C(COC(=O)/C=C/c1cccc(F)c1)NC1CC1 | i | i | 5.2
CCOc1ccc(S(=O)(=O)N2CCCCC2)cc1NS(=O)(=O)c1cccs1 | i | i | 9.8
COc1ccc(N2CCN(C(=O)CN3C(=O)NC(C)(C4CC4)C3=O)CC2)cc1 (stereo not drawn) | i | i | 3.9
Cc1ccc(C)c(OCC(=O)Nc2c(C)n(C)n(-c3ccccc3)c2=O)c1 | i | i | -1.5
CC(=O)c1c(C)[nH]c(C(=O)OCC(=O)c2ccc3c(c2)NC(=O)CO3)c1C | i | i | -0.9
Cc1onc(-c2ccccc2)c1C(=O)OCC(=O)N1CCC(C)CC1 | i | i | 1.4
COc1ccc(S(=O)(=O)N2CCCCCC2)cc1C(=O)N(C)CC(=O)Nc1ccccc1C(F)(F)F | i | i | 2.7
COC(=O)[C@H](CCSC)NC(=O)Cn1ccc(NC(=O)OCc2ccccc2)nc1=O | i | i | -2.5
CCn1nc(C(=O)NNC(=O)c2cc(Cl)ccc2OC)c2ccccc2c1=O | i | i | 0.6
Cc1cccc(N2CCN(C(=O)[C@H](C)N3C(=O)C4CC=CCC4C3=O)CC2)c1C (stereo partly drawn) | i | i | 6.3
Cc1cc(C)n2nc(C(=O)OCC(=O)N(CC(C)C)C3CCS(=O)(=O)C3)nc2n1 (stereo not drawn) | i | i | -6.8
CCn1c(C)cc(C(=O)COC(=O)c2cccnc2SC)c1C | i | i | 4.7
COc1ccc(NC(=O)CN2CCCCC2)cc1S(=O)(=O)N1CCCCC1 | i | i | -2.3
NC(=O)c1ccccc1NS(=O)(=O)c1ccc(S(=O)(=O)N2CCCC2)cc1 | i | i | 1.6
COc1ccc(C=NNc2ccc([N+](=O)[O-])cc2S(=O)(=O)Nc2ccccc2C(=O)O)cc1OC | i | i | 15.4
COc1ccc(SC[C@H](Cc2ccccc2)N2CC[C@@H](C(C)(C)C)CCC2=O)cc1 | i | i | 3.2
Cc1ccc(NC(=O)COC(=O)C2=NN(c3ccccc3)C(=O)CC2)c(Br)c1 | i | i | 5.5
O=C(OCC(=O)N1CCN(Cc2ccccc2)CC1)c1cc(Cl)ccc1[N+](=O)[O-] | i | i | 4.2
CN(CC(=O)Nc1ccc(F)cc1)C(=O)C1CCCC1 | i | i | -3.1
COc1ccc2cc(C=NS(=O)(=O)c3ccc(C)cc3)n(C)c2c1 | i | i | 2.8
O=C(C[n+]1ccc(/C=N/O)cc1)NC(=O)Nc1ccccc1 | i | i | 6.8
COc1ccc(C(C)=O)cc1CSc1ccc(S(=O)(=O)N2CCCCC2)cn1 | i | i | -2.5
O=C(CC1SC(N2CCCCC2)=NC1=O)Nc1cccc(C(=O)NCc2ccccc2)c1 (stereo not drawn) | i | i | -0.9

Five of these compounds in another layout:
Structure	KCNK3 inh	TMEM16A act	HDAC3 inhib
Cc1onc(-c2ccccc2)c1C(=O)OCC(=O)N1CCC(C)CC1	i	i	1.4
O=C(COC(=O)/C=C/c1cccc(F)c1)NC1CC1	i	i	5.2
O=C(C[n+]1ccc(/C=N/O)cc1)NC(=O)Nc1ccccc1	i	i	6.8
CCCn1nc(C(=O)N2CCN(c3ccccn3)CC2)c2ccccc2c1=O	i	i	3.4
COC(=O)[C@H](CCSC)NC(=O)Cn1ccc(NC(=O)OCc2ccccc2)nc1=O	i	i	-2.5

Continued.
SMILES | KCNK3 inh | TMEM16A act | HDAC3 inhib
CCN(CC(=O)Nc1ccc(NC(C)=O)cc1)CC(=O)Nc1cc(C)on1 | i | i | -8.7
COC(=O)[C@]1(Cc2ccccc2)N[C@H](c2ccc(SC3CCCCC3)c(OC)c2)[C@@H]2C(=O)N(C)C(=O)[C@@H]21 | i | i | 21.6
Cc1ccc(C(=O)N(Cc2nnc(-c3ccc(Cl)cc3)o2)C2CC2)o1 | i | i | 3.6
Cc1ccc(S(=O)(=O)/N=C(/Nc2ccccc2C)c2ccccc2)cc1 | i | i | -0.7
O=C(NCCOc1ccccc1Cl)c1cccc2c1C(=O)c1ccc(Cl)cc1S2(=O)=O | i | i | -5.7
COc1ccc(/C=C/C(=O)OCC(=O)NC(C)CCc2ccccc2)cc1OC (stereo not drawn) | i | i | 2.2
COC(=O)C[C@H](NC(=O)Cn1cnc2c(OCc3ccccc3)ncnc21)C(=O)OC | i | i | -11.4
CCOc1ccc(NC(=O)CN2C(=O)NC3(CCCCCC3)C2=O)cc1 | i | i | -0.2
CC(=O)Nc1ccc(C(=O)COC(=O)c2cc(C)oc2C)c(F)c1 | i | i | 8.9
C[C@H](CO)N1C[C@H](C)[C@@H](CN(C)C(=O)Nc2ccc(C(F)(F)F)cc2)Oc2c(NC(=O)Cc3ccccc3)cccc2C1=O | i | i | 4.9
CCN(C(=O)COC(=O)c1ccccc1OCc1ccc(Cl)cc1)C1CCS(=O)(=O)C1 (stereo not drawn) | i | i | -5.8
O=C1N[C@@H](Cc2ccccc2)COC(=O)[C@@H](Cc2ccc(F)cc2)C/C=C\C[C@@H]1CC(=O)N(CCO)Cc1ccccc1 | i | i | 2.3
CC1(C2CC2)NC(=O)N(CC(=O)N2CCN(c3ccccc3)CC2)C1=O (stereo not drawn) | i | i | 5.0
CCOC(=O)c1c(C)[nH]c(C(C)=NNC(=O)c2cccs2)c1C | i | i | -0.3
CCC(CO)Oc1cc(NCc2ccccc2C)c2ncn(C(C)C)c2c1 (stereo not drawn) | i | i | 1.3
O=C(Cn1cnc2c(OCc3ccccc3)ncnc21)N1CCN(c2ccccn2)CC1 | i | i | -7.8
CCn1c(SCC(=O)NCC2CCCO2)nnc1-c1ccccc1OC (stereo not drawn) | i | i | 0.7
C=CC[C@H](CC(=O)NCCO)C(=O)N[C@H](COC(=O)[C@H](CC=C)CC(=O)OC(C)(C)C)c1ccccc1 | i | i | 3.2
NC(=O)c1ccccc1OCC(=O)N1CCC(Cc2ccccc2)CC1 | i | i | 1.6
COc1ccc(-c2ccc3c(c2)S(=O)(=O)c2cccc(C(=O)N4CCN(c5ccc(Cl)cn5)CC4)c2C3=O)cc1OC | i | i | 1.5
O=C(CNC(=O)c1ccc(Br)o1)NCC1CCCCC1 | i | i | -0.3
COc1ccc([C@H]2CC(=O)C=C(C#CC(C)(C)C)C2)cc1 | i | i | 4.3
CC(=O)N1CCN(CC(O)COc2ccc(S(=O)(=O)N3CCOCC3)cc2)CC1 (stereo not drawn) | i | i | -3.9
Cc1cc(Cl)ccc1OCC(=O)NNC(=O)c1ccc(=O)[nH]c1 | i | i | -10.5
O=C(COc1ccccc1F)Nc1ccc2c(c1)CCC2 | i | i | 3.0
Cc1ccc(OCCNC(=O)CNC(=O)c2ccccc2Cl)cc1 | i | i | -1.7
COc1ccc(CN(C)C(=O)c2ccccc2OCc2c(C)noc2C)c(OC)c1 | i | i | 0.9
CC(NC(=O)COC(=O)COc1ccc(Cl)cc1)c1ccccc1 (stereo not drawn) | i | i | -2.9
COc1cc(-c2noc(C)c2C(=O)NCCc2ccccc2)cc(OC)c1OC | i | i | 4.0
CN(C)S(=O)(=O)c1cccc(NC(=O)COc2ccc(S(=O)(=O)N3CCOCC3)cc2Cl)c1 | i | i | 2.0
O=C(Nc1ccc(N2CCOCC2)cc1)c1ccc(Cl)c(S(=O)(=O)N2CCCCC2)c1 | i | i | -4.0
CC(NS(=O)(=O)c1ccc(Cl)c(Cl)c1)C(=O)OCC(=O)N1CCCCCC1 (stereo not drawn) | i | i | -14.7
CN(C)S(=O)(=O)c1cccc(C(=O)N2CCN(C(=O)C3CCCO3)CC2)c1 (stereo not drawn) | i | i | -0.7
C=CC[C@@H](CC(=O)NCCO)C(=O)NC[C@H](OC(=O)[C@@H](CC=C)CC(=O)OC(C)(C)C)c1ccccc1 | i | i | 4.7
COCCn1c(SCC(=O)NNC(=O)c2ccccc2)nc2ccccc21 | i | i | 1.7
CC(C)(C)[C@H]1COC(=O)CCC/C=C/C[C@H](CC(=O)N(CCO)Cc2ccccc2)C(=O)N1 | i | i | 2.2
CC(OC(=O)c1ccco1)C(=O)Nc1ccc(C(F)(F)F)cc1 (stereo not drawn) | i | i | 10.7
Cc1ccc(N)cc1O | i | i | -3.5
Cc1ccc(C(=O)NCC(c2ccc(F)cc2)N2CCOCC2)s1 (stereo not drawn) | i | i | 5.1
COc1ccc(-c2c(C#CC(C)(C)O)c3ccccc3n2C)cc1 | i | i | -1.8
O=C(CSc1nnc(-c2ccco2)o1)Nc1c(F)cccc1F | i | i | -0.6
